High-throughput results: PubChem BioAssay, National Center for Advancing Translational Sciences (NCATS)
Mm-Cpn inhibitor – inhibitors of Methanococcus maripaludis chaperonin (MmCpn) | purified Mm-Cpn ATPase, ADP Transcreener TR-FRET | 0.031% of 330,000 active | AID 504842 | Potency, µM (top dose mostly 76.9 µM), inactives show top-dose activity, negative = inhibition, actives largely listed as inhibitors; note: % is set by controls: 0 for no effect and ±100 for the full control effect; nearly all actives have a fitted effect of over 80% in size
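Compound-treated chaperonin, 25 nM final, turns over 10 uM ATP at 37°C for 30 min following a 10 min preincubation; ADP generated competes with ADP-d2 for Eu-cryptate antibody, lowering FRET.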
EPAC2 agonist – agonists of human EPAC2 (RAPGEF4); 0.079% of 360,000 active; Q8WZA2; Potency, µM (titrated, usually from 154 µM), inactives show at the top dose activation, usual class: activators; EPAC2 activation, biochemical qHTS; response scale: 100% = 6.5 mM cAMP response; note: nearly all actives have a fitted effect of over 50% in size
Target sequence (Q8WZA2 whole entry, looked up): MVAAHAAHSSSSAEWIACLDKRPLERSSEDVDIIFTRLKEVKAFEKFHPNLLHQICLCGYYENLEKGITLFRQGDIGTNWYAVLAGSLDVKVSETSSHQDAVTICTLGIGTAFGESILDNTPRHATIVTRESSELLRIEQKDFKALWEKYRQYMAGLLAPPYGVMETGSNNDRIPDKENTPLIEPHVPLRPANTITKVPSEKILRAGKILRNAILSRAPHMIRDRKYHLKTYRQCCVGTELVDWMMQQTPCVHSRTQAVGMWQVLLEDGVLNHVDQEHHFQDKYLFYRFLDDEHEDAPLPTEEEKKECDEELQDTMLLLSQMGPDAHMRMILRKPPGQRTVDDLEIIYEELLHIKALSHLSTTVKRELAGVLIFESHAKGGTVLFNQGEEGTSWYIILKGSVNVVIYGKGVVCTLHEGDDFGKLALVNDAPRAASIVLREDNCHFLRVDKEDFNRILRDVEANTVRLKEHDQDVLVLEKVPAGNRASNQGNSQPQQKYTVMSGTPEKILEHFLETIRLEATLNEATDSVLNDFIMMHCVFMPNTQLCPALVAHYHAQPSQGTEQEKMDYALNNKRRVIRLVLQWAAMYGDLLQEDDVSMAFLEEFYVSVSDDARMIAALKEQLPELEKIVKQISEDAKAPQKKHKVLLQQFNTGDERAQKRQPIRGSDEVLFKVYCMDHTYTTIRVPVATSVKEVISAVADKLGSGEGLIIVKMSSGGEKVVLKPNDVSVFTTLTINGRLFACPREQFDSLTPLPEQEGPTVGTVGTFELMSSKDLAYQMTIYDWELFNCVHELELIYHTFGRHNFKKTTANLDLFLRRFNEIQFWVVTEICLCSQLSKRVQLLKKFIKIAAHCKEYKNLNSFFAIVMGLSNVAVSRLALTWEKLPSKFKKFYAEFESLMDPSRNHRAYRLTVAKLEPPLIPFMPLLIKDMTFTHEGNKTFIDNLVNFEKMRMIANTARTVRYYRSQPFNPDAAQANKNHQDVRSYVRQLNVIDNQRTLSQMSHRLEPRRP
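Each well held 100 nM EPAC2, 250 nM RAP1B-BODIPY-GDP and 50 uM GDP. Fluorescence, read at 5-min intervals to 30 min, was referenced to a 6.5 mM cAMP positive control.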
TGFb inhibitor – TGF-b pathway inhibition. AID 588855. 1.2% of 410,000 active. Potency, µM (highest dose often 46.1 µM), without a hit: at the top dose activity, negative = inhibition, hits mostly inhibitors. HepG2 CAGA-GFP TGF-b/SMAD3 reporter, GFP fluorescence, 18 h; TGF-beta stimulated, 500 pg/mL final; note: % is set by controls: 0 for no effect and ±100 for the full control effect; nearly all actives have a fitted effect of over 65% in size
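HEPG2 CAGA-GFP cells (1000/well, DMEM with 1% FBS) were pre-incubated 2 h at 37 degrees C, given compound by pin tool, then stimulated with TGF-beta at 500 pg/mL final for 18 h before per-cell GFP fluorescence imaging.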
A549 tox – counter-screen for Nrf2 inhibitors: cytotoxicity in A549 cells; 0.16% of 390,000 active; A549 ARE-Fluc cells, CellTiter-Fluor viability, 18-24 h; Potency, µM (series often up to 46 µM), without a hit: at the highest dose activity change, negative = cytotoxicity, usual class: inhibitors; note: % is set by controls: 0 for no effect and ±100 for the full control effect
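A549 ARE-Fluc cells in 5% FBS OPTI-MEM, 5000 cells/well, rested 2 h then exposed to compounds in concentration-response for 18-24 h at 37 °C. Viability by CellTiter-Fluor fluorescence (Ex 405/Em 525) after 30 min; luciferase luminescence (BugLite, 15 min, RT) read afterwards.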
Nrf2 activator – activators of Nrf2 (ARE) signaling; Potency, µM (top dose mostly 46.1 µM), for inactives: at the top dose activation, actives largely listed as activators; AID 624171; 0.31% of 410,000 active; AREc32 ARE-luciferase reporter (MCF7-derived line), luminescence, 24 h; note: % of control where 0% means no effect; nearly all actives have a fitted effect of over 65% in size
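Luminescent ARE reporter assay in AREc32_Fluc cells: overnight plating at 37 deg C, 24 hr compound incubation, Steady-Glo added, 30 min RT before reading.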
Nrf2 inh – blocks Nrf2 signaling; A549 ARE-Fluc reporter, luciferase luminescence, 18-24 h; 2.1% of 360,000 active; Potency, µM (top dose mostly 46 µM), for the others: at the top dose activity change, negative = inhibition, actives largely listed as inhibitors; note: % is set by controls: 0 for no effect and ±100 for the full control effect; nearly all actives have a fitted effect of over 60% in size
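In this cell-based qHTS, ARE-driven firefly luciferase in A549 cells reports Nrf2 activity; the luminescent signal after BugLite lysis is the measured value, with a prior CellTiter-Fluor read for cell health.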
EPAC2 antag – EPAC2 (human) antagonism | 0.18% of 360,000 active | Q8WZA2 | Potency, µM (series often up to 114 µM), without a hit: at the top dose activity, negative = inhibition, most hits filed as inhibitors | EPAC2 GEF exchange of Rap1B-BODIPY-GDP, fluorescence; note: % is set by controls: 0 for no effect and ±100 for the full control effect; nearly all actives have a fitted effect of over 45% in size; many of its hits are not listed in these tables
* marks the source's active call; other numbers are inactive results; ? = inconclusive; nt = no result given; & = joins results of further samples; [ ] = remark or other dose. Calls come from the whole dose curve; as a rule, active = well fitted curve in the direction sought with a large enough effect; inconclusive = small, poorly fitted or top-dose-only effect, or another doubt; inactive = no such curve, though single readings can be large; an effect the other way counts as inactive or inconclusive. Potency is the fitted concentration of half-maximal effect. Some of the compounds tested; count on the stated rates, not on these rows.

Second line of a record – A549 tox	Nrf2 inh	Mm-Cpn inhibitor	EPAC2 antag	EPAC2 agonist	TGFb inhibitor	Nrf2 activator
- CCN1C(=O)NC(=O)/C(=C\c2cn(CC(=O)O)c3ccccc23)C1=O
→ nt	nt	2.2%	nt	nt	nt	nt
- CCCCCn1c(=O)c(C(=O)Nc2ccncc2)c(O)c2ccccc21
→ nt	nt	-3.0%	nt	nt	nt	nt
- CC(O)(CS(=O)(=O)c1ccc(F)cc1)C(=O)Nc1ccc(C#N)c(C(F)(F)F)c1 (stereo not given)
→ nt	nt	1.6%	nt	nt	nt	nt
- CN(C)CCc1nc2ccccc2c(=O)n1-c1ccccc1
→ nt	nt	0.7%	nt	nt	nt	nt
- Cn1cc2c([N+](=O)[O-])cc([N+](=O)[O-])cc2n1
→ nt	nt	-1.1%	nt	nt	nt	nt
- CC(C)(C#CCCCCC#CC(C)(C)[N+](C)(C)C)[N+](C)(C)C
→ nt	nt	-1.2%	nt	nt	nt	nt
- O=C1NC(=O)C(=C/C=C/c2coc3ccc(Br)cc3c2=O)C(=O)N1
→ nt	nt	-5.7%	nt	nt	nt	nt
- COC(=O)c1cc(COc2cc(C)cc3oc(=O)c4c(c23)CCC4)c(C)o1
→ nt	nt	0.9%	nt	nt	nt	nt
- COc1ccc(CN2C(=O)NC(=O)/C(=C/c3ccc([N+](=O)[O-])o3)C2=O)cc1
→ nt	nt	-3.2%	nt	nt	nt	nt
- CCN1C(=O)/C(=C\c2ccc([N+](=O)[O-])s2)C(=O)NC1=S
→ nt	nt	-10.2%	nt	nt	nt	nt
- Cc1ccc(N2C(=O)/C(=C/c3ccc(CN(CCC#N)S(C)(=O)=O)o3)C(=O)NC2=S)cc1C
→ nt	nt	-15.8%	nt	nt	nt	nt
- CC(C)[C@@]1(NC(=O)[C@@H]2C=C3c4cccc5[nH]cc(c45)C[C@H]3N(C)C2)O[C@@]2(O)[C@@H]3CCCN3C(=O)[C@H](Cc3ccccc3)N2C1=O
→ nt	nt	-2.9%	nt	nt	nt	nt
- O=C1NC(=O)N(c2ccccc2)C(=O)/C1=C\c1ccc2c3c(cccc13)CC2
→ nt	nt	-0.7%	nt	nt	nt	nt
- O=P(O)(O)C#Cc1ccccc1
→ nt	nt	-0.7%	nt	nt	nt	nt
- CCCCCCn1c(=O)c(C(=O)Nc2ccncc2)c(O)c2ccccc21
→ nt	nt	0.9%	nt	nt	nt	nt
- O=C(Nc1cccc(Cl)c1)c1c(O)c2c(n(Cc3ccccc3)c1=O)CCCC2
→ nt	nt	-6.5%	nt	nt	nt	nt
- O=C1NC(=O)N(c2ccccc2)C(=O)/C1=C/c1ccc2c(c1)Cc1ccccc1-2
→ nt	nt	-2.1%	nt	nt	nt	nt
- c1ccc(-c2[nH]c[n+](CC3CO3)c2-c2ccccc2)cc1 (stereo not given)
→ nt	nt	0.1%	nt	nt	nt	nt
- NC1=NC(=O)C(c2ccccc2)O1 (stereo not given)
→ nt	nt	1.1%	nt	nt	nt	nt
- O=c1c2ccccc2nc(/C=C/c2ccccc2O)n1-c1ccccc1O
→ nt	nt	-2.5%	nt	nt	nt	nt
- CCC1C=CC=CC[C@H](C)[C@@H](O)[C@](C)(O)C(=O)[C@@H](C)[C@H](O)[C@@H](C)C(=O)[C@H](C)[C@@H](O)[C@H](C)C=CC(=O)OC2[C@@H](C)C(CC1)OC1(CC[C@@H](C)C(C[C@H](C)O)O1)[C@@H]2C (stereo not given in full)
→ nt	nt	-2.4%	nt	nt	nt	nt
- COc1ccccc1[As](=O)(O)CC(O)COc1ccc(Cl)cc1Cl (stereo not given)
→ nt	nt	-0.9%	nt	nt	nt	nt
- CCOC(=O)c1c(N)n(Cc2ccc(OC)cc2)c2nc3ccccc3nc12
→ nt	nt	-2.7%	nt	nt	nt	nt
- CC(C)(C)C(=O)NC1CCSC1=O (stereo not given)
→ nt	nt	1.4%	nt	nt	nt	nt
- O=c1[nH]c(=O)n(-c2ccccc2)c(O)c1C=NC12CN3CN(CN(C3)C1)C2
→ nt	nt	-1.5%	nt	nt	nt	nt
- COC(=O)N1CCN(C(=O)Cc2ccc(Cl)c(Cl)c2)C(CN2CCCC2)C1 (stereo not given)
→ nt	nt	2.9%	nt	nt	nt	nt
- COc1cccc2c1C(=O)c1c(O)c3c(c(O)c1C2=O)C[C@@](O)(C(=O)CO)C[C@@H]3O[C@H]1C[C@H](N)[C@H](OC2CCCCO2)[C@H](C)O1 (stereo not given in full)
→ nt	nt	nt	nt	nt	?	nt
- O=C(CN1CCCC2CCCCC21)c1ccc(I)cc1 (stereo not given)
→ nt	nt	nt	nt	nt	4.7%	nt
- C[C@H]1O[C@@H](O[C@H]2[C@@H](O)C[C@@H](O[C@H]3[C@@H](O)C[C@H](O[C@H]4CC[C@@]5(C)[C@H](CC[C@@H]6[C@@H]5CC[C@]5(C)[C@@H](C7=CC(=O)OC7)CC[C@]65O)C4)O[C@@H]3C)O[C@@H]2C)C[C@H](O)[C@@H]1O
→ nt	nt	nt	nt	nt	0.316µM*	nt
- Nc1ncnc2c1ncn2[C@@H]1O[C@@H]2COP(O)(=S)O[C@H]2[C@H]1O (stereo not given in full)
→ nt	nt	nt	nt	nt	-2.3%	nt

Whole records from above. Values in the order: A549 tox	Nrf2 inh	Mm-Cpn inhibitor	EPAC2 antag	EPAC2 agonist	TGFb inhibitor	Nrf2 activator
CC(C)(C)C(=O)NC1CCSC1=O (stereo not given) as listed: nt	nt	1.4%	nt	nt	nt	nt
O=P(O)(O)C#Cc1ccccc1 as listed: nt	nt	-0.7%	nt	nt	nt	nt
O=C1NC(=O)N(c2ccccc2)C(=O)/C1=C\c1ccc2c3c(cccc13)CC2 as listed: nt	nt	-0.7%	nt	nt	nt	nt

Further entries
Second line of a record – A549 tox	Nrf2 inh	Mm-Cpn inhibitor	EPAC2 antag	EPAC2 agonist	TGFb inhibitor	Nrf2 activator
- O=C(CN1CCCC1)c1ccccc1
→ nt	nt	nt	nt	nt	-1.1%	nt
- O=Cc1ccccc1
→ nt	nt	nt	nt	nt	?	nt
- CN(C)c1ccc(N=Nc2ccccc2)cc1
→ nt	nt	nt	nt	nt	-19.2%	nt
- S=P(c1ccccc1)(c1ccccc1)c1c[n+](Cc2ccccc2)c2ccccn12
→ -4.7%	-17.0%	nt	nt	nt	nt	nt
- S=P(c1ccccc1)(c1ccccc1)c1cnc2ccccn12
→ -1.4%	?	nt	nt	nt	nt	nt
- Cc1nn2c(=O)cc(N3CCNCC3)nc2s1
→ 11.3%	0.1%	nt	nt	nt	nt	nt
- S=P(c1ccccc1)(c1ccccc1)c1c[nH]c2ccccc12
→ 5.6%	-5.2%	nt	nt	nt	nt	nt
- Cc1cc2c(C(C)C)c(O)c(O)c(C=O)c2c(O)c1-c1c(C)cc2c(C(C)C)c(O)c(O)c(C=O)c2c1O
→ nt	nt	1.7%&-28.5%	nt	nt	1.12µM*	nt
- NC(Cc1cc(O)c(O)cc1O)C(=O)O (stereo not given)
→ nt	nt	-11.9%	nt	nt	-20.0%	nt
- O=P1(NCCCl)OCCC(OO)N1CCCl (stereo not given)
→ nt	nt	nt	3.9%	2.6%	nt	nt
- c1ccc2c[n+](CCCCCCCCCC[n+]3ccc4ccccc4c3)ccc2c1
→ nt	nt	nt	8.2%[57.1 µM]	2.0%	nt	nt
- COc1cc([C@@H]2c3cc4c(c(O)c3C[C@H]3COC(=O)[C@@H]32)OCO4)cc(OC)c1OC
→ -3.9%	?	nt	nt	nt	?	nt
- C=C1CCN(C(CC(C)C)C(=O)Nc2ccc(OC)cc2)S(=O)(=O)c2ccccc21 (stereo not given)
→ -7.9%	-4.0%	nt	nt	nt	?	nt
- CO[C@H]1[C@@H](O)[C@@H](C)O[C@H](O[C@H]2[C@H](Oc3cccc4c(O)c5c(=O)oc6ccc(C)c7c(=O)oc(c34)c5c67)O[C@H](C)[C@H](O)[C@@H]2O)[C@@H]1O
→ -11.9%	?	nt	nt	nt	-9.1%	nt
- COc1cc([C@@H]2c3cc4c(cc3[C@@H](O)C3COC(=O)C32)OCO4)cc(OC)c1O (stereo not given in full)
→ -10.2%	?	nt	nt	nt	-17.0%	nt
- O=P1(Oc2ccccc2)CC(O)C(O)C(COCc2ccccc2)O1 (stereo not given)
→ 0.0%	9.7%	nt	nt	nt	-2.3%	nt
- C[C@H]1CC[C@@H]2[C@@H](C)[C@H]3C(CC4C5CC=C6CC(O[C@@H]7O[C@H](CO)C(O[C@@H]8O[C@@H](C)[C@H](O)[C@@H](O)[C@H]8O)[C@H](O)[C@H]7O[C@@H]7O[C@@H](C)[C@H](O)[C@@H](O)[C@H]7O)CC[C@]6(C)C5CC[C@@]43C)N2C1 (stereo not given in full)
→ -30.0%	?	nt	nt	nt	14.1µM*	nt
- CN1C[C@@H](CO)C=C2c3cccc4[nH]cc(c34)CC21 (stereo not given in full)
→ 7.7%	3.3%	nt	nt	nt	-6.7%	nt
- CN(N=O)c1cc(O)ccc1O
→ ?	-5.8%	nt	nt	nt	?	nt
- COc1cc([C@@H]2c3cc4c(cc3[C@H](OC(C)=O)[C@H]3COC(=O)[C@@H]23)OCO4)cc(OC)c1OC
→ -1.4%	?	nt	nt	nt	?	nt
- Cc1ccc(C)c(CN2C(=O)c3ccccc3S(=O)(=O)c3ccc(C(=O)N4CCCCCC4)cc32)c1
→ -28.3%	20.6µM*	nt	nt	nt	nt	5.5%
- Cc1ccc(NCc2cccn2-c2nnc(N3CCC(C(=O)NCc4ccc(OC(C)C)cc4)CC3)s2)cc1
→ -14.7%	25.9µM*	nt	nt	nt	nt	0.0%
- Cc1ccc(NC(=O)CN2C(=O)CN=C(c3ccccc3)c3ccccc32)cc1Cl
→ ?	nt	nt	nt	nt	0.0%	0.1%
- COc1ccc(OCC(=O)N2CCN(Cc3cc(=O)n4nc(-c5ccc(OC)cc5)sc4n3)CC2)cc1
→ -0.2%	nt	nt	nt	nt	-2.9%	2.6%
- Cc1cccc(-n2c(/C=C/c3cccc4ccccc34)nc3ccccc3c2=O)c1
→ -12.7%	nt	nt	nt	nt	?	-2.2%
- CCOc1ccc(NC(=O)c2cccn(Cc3cccc(Cl)c3)c2=O)cc1
→ -0.9%	nt	nt	nt	nt	-9.6%	0.3%
- Cc1cc(NC(=O)c2cccn(Cc3cccc(Cl)c3)c2=O)no1
→ 0.2%	nt	nt	nt	nt	7.2%	-0.2%
- Cc1nnc(NC(=O)c2cccn(Cc3ccc(Cl)cc3)c2=O)s1
→ -9.6%	nt	nt	nt	nt	11.1%	-1.3%
- CCc1ccccc1NC(=O)c1cccn(Cc2ccccc2F)c1=O
→ -1.5%	nt	nt	nt	nt	-12.1%	0.2%
- O=C1CC(c2ccccc2Br)c2c(c3ccccc3oc2=O)O1 (stereo not given)
→ -3.7%	nt	nt	nt	nt	20.5%	0.1%
